ABHD5 PLIN5 PPI: blocks binding of human ABHD5 to perilipin-5 | 360,000 tested, 0.78% active | Q00G26+Q8WTS1 | inhibition, % at 4 µM | Split G. princeps luciferase complementation, luminescence, 4 h;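 active means inhibition above the mean inhibition across every tested compound plus 3 SD, cut at about 22% in these data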;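 further: 0% = DMSO only wells and the 100% control is not disclosed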
TLR9-MyD88 inh: TLR9-MyD88 interaction inhibition; Q9NR96+Q99836; CHO BLA complementation TLR9-MyD88, CCF4 FRET ratio; inhibition, % at 4.98 µM; 340,000 tested, 0.21% active; AID 504734;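 active means inhibition above the mean over all tested compounds plus 3 SD, cut at about 21% in these data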;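 further: 0% = DMSO only wells and 100% = clavulanate BLA inhibitor control wells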
TROY signal inh: inhibitors of TROY-dependent NF-kB signaling. Q293 LMP1-TROYcd NF-kB luciferase reporter, 4 h. inhibition, % at 10 µM. 360,000 tested, 0.98% active. AID 1347056;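 active means compounds whose plate-normalised and pattern-corrected inhibition of the luciferase reporter signal at the single screening dose is 50% or more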
NOD2 RIPK2 PPI: blocks binding of human NOD2 to RIPK2; O43353; AID 624267; inhibition, % at 4.98 µM; CHO BLA complementation NOD2-RIPK2, CCF4 ratio; 360,000 tested, 0.38% active; in the data active means inhibition above about 21%;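 further: 0% = vehicle only and 100% = reference blocker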
Target sequence (O43353 whole entry, looked up): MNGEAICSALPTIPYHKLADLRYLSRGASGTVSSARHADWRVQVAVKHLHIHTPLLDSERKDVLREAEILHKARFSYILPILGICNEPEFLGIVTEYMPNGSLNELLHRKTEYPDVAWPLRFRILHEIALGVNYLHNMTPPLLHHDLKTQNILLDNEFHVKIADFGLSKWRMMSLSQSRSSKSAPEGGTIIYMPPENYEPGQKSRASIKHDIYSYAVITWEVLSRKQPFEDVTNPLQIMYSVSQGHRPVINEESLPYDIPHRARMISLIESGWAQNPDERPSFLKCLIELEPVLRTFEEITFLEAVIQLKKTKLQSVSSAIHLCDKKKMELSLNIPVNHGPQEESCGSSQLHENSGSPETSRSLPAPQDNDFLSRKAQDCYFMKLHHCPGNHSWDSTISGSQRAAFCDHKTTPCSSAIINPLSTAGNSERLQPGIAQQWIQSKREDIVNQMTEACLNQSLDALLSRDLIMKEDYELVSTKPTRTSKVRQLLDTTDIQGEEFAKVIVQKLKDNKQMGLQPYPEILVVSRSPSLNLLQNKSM
Granule exo inh: lytic granule exocytosis inhibition; TALL-104 LAMP-1 surface exposure, flow cytometry; cells stimulated with thapsigargin and PMA; inhibition, % at 10 µM; 360,000 tested, 0.66% active; AID 651702;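 active means inhibition above about 55%, limit read from the data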
COUP-TFII inh: blocks human COUP-TFII nuclear receptor | P24468 | HEK293T NGFI-A luciferase reporter, luminescence | inhibition, % at 8.6 µM | 370,000 tested, 0.7% active | AID 686940;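 active means inhibition above a per-plate cutoff, mean inhibition of test wells between control levels plus 3 SD, cut at about 38% in these data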;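 further: cells cotransfected with COUP-TFII expression vector driving the NGFI-A reporter; 0% = median of COUP-TF2 test wells and 100% = reporter-only cells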
SRC3 inh: inhibitors of human steroid receptor coactivator 3 (SRC3). Q9Y6Q9. HEK293 GAL4-SRC3 luciferase reporter, luminescence. inhibition, % at 3.6 µM. 360,000 tested, 0.17% active. AID 588352;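 active means inhibition above a per-campaign cutoff, the mean of all compounds plus 3 SD, cut at about 60% in these data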;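 further: 0% = DMSO-treated cells and 100% = gossypol-treated cells at 36 µM; higher means less SRC3-driven luciferase light from the GAL4 reporter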
TWEAK Fn14 block: TWEAK-Fn14 signaling inhibition; inhibition, % at 10 µM; AID 1159606; 360,000 tested, 2% active; TWEAK-stimulated Fn14 reporter cells, luciferase luminescence, 8 h; in the data active means inhibition above about 50%
NCOA1 inh: inhibitors of human steroid receptor coactivator 1 (SRC1). Q15788. HEK293 GAL4-SRC1 luciferase reporter, luminescence. inhibition, % at 3.6 µM. 360,000 tested, 0.12% active. AID 588354;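 active means inhibition above the campaign mean plus 3 SD, with each screening campaign given its own cutoff, cut at about 60% in these data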;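 further: 0% = DMSO treated cells and 100% = gossypol at 36 µM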
NCOA2 inhibitor: human SRC2 (NCOA2) inhibition | HEK293 GAL4-SRC2 luciferase reporter, luminescence | inhibition, % at 9 µM | 370,000 tested, 0.17% active | Q15596 | AID 651957;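 active means inhibition above the mean inhibition of all tested compounds plus 3 SD, set per campaign, cut at about 52% in these data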;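 further: 0% = DMSO treated cells and 100% = cells given Gossypol at 36 µM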
NR5A2 inv ag: NR5A2 inverse agonism in reporter assay; O00482; HEK293T StAR-luciferase reporter, LRH-1 transfected, 24 h; inhibition, % at 3.6 µM; 360,000 tested, 0.13% active; AID 602396;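 active means inhibition above the mean inhibition of all tested compounds plus 3 SD, cut at about 73% in these data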;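 further: 0% = DMSO wells and 100% = reporter-only cells lacking LRH-1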
Target sequence (O00482 whole entry, looked up): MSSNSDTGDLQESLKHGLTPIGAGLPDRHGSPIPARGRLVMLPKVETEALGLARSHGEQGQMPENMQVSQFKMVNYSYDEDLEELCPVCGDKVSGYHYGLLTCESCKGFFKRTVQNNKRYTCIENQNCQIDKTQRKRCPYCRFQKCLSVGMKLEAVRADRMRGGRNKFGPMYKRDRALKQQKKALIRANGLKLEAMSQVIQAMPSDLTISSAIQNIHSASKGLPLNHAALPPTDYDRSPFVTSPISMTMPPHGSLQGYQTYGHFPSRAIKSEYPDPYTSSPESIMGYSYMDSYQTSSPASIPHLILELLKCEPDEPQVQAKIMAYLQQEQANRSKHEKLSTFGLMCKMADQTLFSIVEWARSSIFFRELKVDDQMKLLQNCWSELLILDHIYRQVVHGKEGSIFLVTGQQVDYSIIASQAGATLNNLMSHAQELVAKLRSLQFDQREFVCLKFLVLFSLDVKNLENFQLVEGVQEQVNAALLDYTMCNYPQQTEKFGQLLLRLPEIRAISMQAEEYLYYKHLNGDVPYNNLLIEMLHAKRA
* marks the source's active call; other numbers are inactive results; . = no result given; & = joins results of further samples. These rows are one share of the data; the hit share may differ from the screen's.

smiles	ABHD5 PLIN5 PPI	TLR9-MyD88 inh	TROY signal inh	NOD2 RIPK2 PPI	Granule exo inh	COUP-TFII inh	SRC3 inh	TWEAK Fn14 block	NCOA1 inh	NCOA2 inhibitor	NR5A2 inv ag
COc1ccc(CC(CC(=O)O)C(=O)Nc2ccc(OC)cc2)cc1 (stereo unspecified)	-2.6	6.0	-6.5	-10.6	2.4	-6.0	2.5	-4.8	3.5	-17.1	-7.2
CCCCCCCCCCn1ccc(=N)cc1	11.9	-2.1	48.2	-3.1	-4.4	82.1*	71.3*	33.3	47.5	26.5	85.7*
CC1CN(CCC(=O)Nc2ccc3c(c2)OCO3)CC(C)O1 (stereo unspecified)	-3.1	-10.3	21.1	-3.8	10.9	-5.1	18.4	-5.1	2.3	-13.7	10.6
CCC(C)(C)NC(=O)c1ccc2c(c1)N(CC(=O)N1CCCC1)C(=O)C(C)(C)O2	5.5	-3.5	-6.7	0.3	0.8	2.5	-3.6	11.3	10.8	-0.6	1.0
Cc1ccc[n+](CC(=O)Nc2ccc(N(C)C)cc2)c1	-3.3	-2.2	14.8	-1.7	0.0	-8.4	-2.6	2.4	5.0	10.8	6.9
Cc1cc(C(=O)COC(=O)c2ccc(NC(=O)CC#N)cc2)c(C)n1C1CC1	-5.0	-3.6	-17.4	-7.4	6.3	-30.9	-43.5	-32.8	-59.2	-89.4	-113.3
CCCCCCSc1cc(-c2nc3ccc(C)cn3c2NCc2ccccc2)ccc1OC	-11.2&-10.5	-10.2	-35.4&-3.6	-12.8&-1.0	-1.0&43.6	11.0	-13.8	4.2&-20.1	-12.5	-25.8	-16.9&-26.4
O=C(CSc1nnc(-c2ccco2)o1)Nc1c(F)cccc1F	3.4	-9.2	14.0	12.2	2.0	-24.9	-26.3	0.6	-10.0	-7.6	-14.7
CCn1c(-c2cccs2)nc2ccccc21	-5.3	-0.4	.	-9.9	-2.1	4.9	-14.4	9.9	-12.5	0.3	-25.2
Nc1nnc2cc(Br)ccc2n1	5.5	0.7	-14.6	8.9	-3.6	-10.4	-6.2	-1.3	3.4	-2.6	8.5
COc1ccccc1CNC(=O)[C@H](C)NC(=O)C1CCN(C(=O)[C@@H](N)CC(C)C)CC1	0.9	-4.5	16.2	-8.5	1.7	-13.2	12.5	-24.6	-1.3	-7.3	-9.7
COCCCNC(=O)Cn1c(=O)oc2cc(S(=O)(=O)N3CC(C)CC(C)C3)ccc21 (stereo unspecified)	-4.0	-4.1	10.9	-2.6	3.3	11.7	-17.9	9.0	6.4	20.1	0.8
C/C(N)=C(/C#N)C(=O)COC(=O)c1ccccc1C(=O)c1ccc(C)cc1	-1.4	9.7	-3.2	-3.4	-8.1	14.6	10.3	20.8	-26.4	3.1	-5.1
CC(C)(O)C#Cc1ccc(CN2CCN(Cc3ccsc3)C(CCO)C2)cc1 (stereo unspecified)	0.5	-2.6	21.4	-0.5	-0.3	-12.0	8.2	7.5	7.3	0.3	7.9
Cc1ccc(C(=O)Oc2coc(CSc3nnc(NC(=O)C4CC4)s3)cc2=O)cc1	-3.9	1.1	45.5	-1.7	4.8	4.1	1.6	45.9	-2.1	-11.0	-15.6

Two entries from above, set out differently:
Results follow in this order: ABHD5 PLIN5 PPI | TLR9-MyD88 inh | TROY signal inh | NOD2 RIPK2 PPI | Granule exo inh | COUP-TFII inh | SRC3 inh | TWEAK Fn14 block | NCOA1 inh | NCOA2 inhibitor | NR5A2 inv ag
> O=C(CSc1nnc(-c2ccco2)o1)Nc1c(F)cccc1F
    3.4 | -9.2 | 14.0 | 12.2 | 2.0 | -24.9 | -26.3 | 0.6 | -10.0 | -7.6 | -14.7
> CCC(C)(C)NC(=O)c1ccc2c(c1)N(CC(=O)N1CCCC1)C(=O)C(C)(C)O2
    5.5 | -3.5 | -6.7 | 0.3 | 0.8 | 2.5 | -3.6 | 11.3 | 10.8 | -0.6 | 1.0

Further structures:
smiles	ABHD5 PLIN5 PPI	TLR9-MyD88 inh	TROY signal inh	NOD2 RIPK2 PPI	Granule exo inh	COUP-TFII inh	SRC3 inh	TWEAK Fn14 block	NCOA1 inh	NCOA2 inhibitor	NR5A2 inv ag
Cn1c(=O)c2c(nc(SCCN3CCOCC3)n2C)n(C)c1=O	2.0	-9.9	17.6	2.0	-2.7	10.8	3.8	1.9	-4.1	17.0	1.4
O=C(Cc1c(Cl)cccc1Cl)OCC(=O)N1CCN(C(=O)c2ccco2)CC1	-2.9	2.8	9.3	-15.8	-0.2	-1.5	22.2	2.5	1.0	3.5	20.1
CC(Oc1ccc2c3c(c(=O)oc2c1)CCCC3)C(=O)NCCCn1ccnc1 (stereo unspecified)	-1.8	-3.9	0.1	-4.7	-5.3	5.9	7.7	33.2	18.5	3.0	0.7
COCc1cccc(-c2csc(C(O)c3cccc(OC)c3)n2)c1 (stereo unspecified)	3.8	.	0.1	-5.0	13.7	15.8	-8.2	0.4	-10.4	7.2	18.6
COc1ccc(-c2coc3c(C(=O)Nc4cccc(NS(C)(=O)=O)c4)cccc23)c(C)c1	-6.4	.	34.0	0.8	-10.0	26.9	15.0	45.9	-9.4	1.1	18.9
CN(C1=NC(=O)C(CC(=O)Nc2ccc(Br)cc2)S1)c1ccc(O)cc1 (stereo unspecified)	3.1	1.4	13.5	-9.4	-4.8	-7.8	9.8	5.3	-1.4	-7.9	-6.7
COc1ccccc1CNS(=O)(=O)c1cc(C(=O)NCc2ccccn2)c(Cl)cc1Cl	2.4	-1.9	7.4	8.5	-0.8	16.1	8.1	-3.1	3.5	17.7	4.6
CCN(CC)C(=O)c1sc2c(c1C)c(=O)n(-c1ccc(C)c(C)c1)c(=O)n2CC(=O)NCC1CCCO1 (stereo unspecified)	-1.4	5.0	-1.6	-2.5	-1.0	6.9	5.6	-10.7	-1.6	-15.2	-8.5
O=C(NCCc1ccccc1)C1CCN(C(=O)Nc2ccccc2)CC1	-0.5	-10.4	-27.7	-6.1	-10.4	-45.1	-20.7	-7.4	-14.0	-35.1	-58.5
Cc1cccc(C(O)c2ncc(-c3ccc(F)cc3)[nH]2)c1C (stereo unspecified)	-3.6	.	-11.0	1.1	-1.3	-5.9	-20.7	-7.7	5.7	11.2	11.0
CCOC(=O)c1c(O)c(Cl)c(C)[nH]c1=O	-4.3	10.3	5.0	3.5	1.5	-7.8	2.4	23.7	-9.0	10.5	-4.0
COc1ccc2nc(SCC(=O)NCc3ccc(OC)c(OC)c3)[nH]c2c1	4.3	5.2	-21.1	-5.1	-7.0	5.8	-5.2	6.9	0.0	-1.8	7.4
CC(=O)Nc1ccc(-c2csc(-c3cccnc3)n2)cc1	-1.1	-5.5	-13.3	4.5	5.9	-15.8	-77.1	9.5	-71.7	-10.1	-89.6
Cc1ccc(F)cc1C(=O)N1CCCC(C)(C(=O)NS(=O)(=O)C2CC2)C1 (stereo unspecified)	-2.5	.	6.2	-7.8	-2.3	-13.1	-3.0	1.2	5.1	18.5	4.3
NC(CSC1(c2ccccc2)c2ccccc2-c2ccccc21)C(=O)O (stereo unspecified)	-9.8	-5.7	-3.3	0.3	2.6	10.6	2.9	-4.9	-8.4	2.2	7.6
CN(C)CCCn1c(-c2ccccc2)nc(=S)c2c1CCCC2	-9.8	-12.6	-12.3	1.4	6.5	-6.2	8.7	10.8	-8.6	1.5	0.5
Fc1ccc(Oc2cnns2)cc1	-2.9	7.4	-6.3	-2.3	-5.4	1.9	-20.2	-1.6	-23.6	-12.9	-1.7
Cc1cc(C)nc(SCC(=O)N/N=C/c2cccnc2)n1	4.1	-3.5	-6.2	-6.2	0.9	3.4	-4.7	4.2	-3.4	6.6	3.1
CCN(CC)c1ccc(/C=N/Nc2ccc(C)cc2)c(O)c1	-1.4	10.0	7.0	3.6	10.7	-7.9	-8.3	-10.4	-7.3	-22.4	-14.0
O=C(N1CCN(Cc2ccccc2)CC1)C12CC3CC(CC(C3)C1)C2	7.7	4.5	24.2	5.5	0.1	9.7	11.9	-10.1	-5.1	16.8	11.8
Cc1ccc(S(=O)(=O)N2CCN(c3ccc(C(=O)N4CCOCC4)cc3[N+](=O)[O-])CC2)cc1	3.8	-3.1	7.1	-0.1	-0.5	-5.9	6.0	-1.5	4.4	14.4	-0.3
Cc1ccc(-n2c(SCC(=O)Nc3cccc(S(=O)(=O)NC4=NCCCCC4)c3)nc3ccccc3c2=O)cc1C	3.1	-9.9	8.9	0.1	-2.3	-4.1	-1.1	8.1	-7.5	-15.6	-4.6
O=C(CCS(=O)(=O)c1ccc(Cl)cc1)N1CCN(c2ccccc2F)CC1	1.2	1.9	-0.4	-2.3	0.8	6.8	-35.7	1.6	-0.6	1.6	6.9
COC(=O)[C@]12CCCCC=C1N(CCc1ccc(OC)c(OC)c1)C(=O)[C@H](CC(=O)NCC1CCCCC1)C2	4.6	.	.	8.8	8.3	-10.9	.	.	.	3.5	10.1
COc1ccc(-c2[nH]ncc2C2N=C(N)Nc3nc4ccccc4n32)cc1 (stereo unspecified)	0.8	10.9	-6.2	-0.9	-2.2	-2.0	14.3	1.8	-19.6	0.6	-17.8
CCOc1ccc(NC(=O)CN2CCN(CC(=O)Nc3cc(OC)cc(OC)c3)CC2)cc1	3.5	-6.5	14.3	-13.1	-1.1	0.5	-14.2	-0.4	-8.0	9.6	13.7
CCN(CC)CCCN1C(=O)CSC1c1ccc2c(c1)OCO2 (stereo unspecified)	1.2	0.5	-9.6	7.5	20.1	3.8	11.9	-0.5	8.2	-11.3	7.3
CC(=O)c1c(C(C)=O)c(C)n(Cc2ccccc2)c1C	-3.1	0.3	19.1	-2.1	-0.7	-14.9	23.1	22.1	1.8	-4.2	6.2
Cn1c(=O)c2c(nc(OCc3ccccc3)n2C)n(C)c1=O	1.5	4.3	-30.4	5.5	-6.0	13.2	1.5	7.6	7.5	-11.8	-2.1
CCSc1nc(=S)n(Cc2ccccc2)c(C)c1C(C)=O	3.6	6.1	17.1	-17.8	-6.3	1.3	-3.9	-1.7	-59.2	9.4	1.1
COC(=O)[C@H]1C[C@@H]1[C@H](NC(=O)c1cccnc1)c1ccccc1	0.7	10.1	6.7	-7.5	1.8	6.5	-5.7	-2.5	-5.7	14.4	-11.8
Oc1ccccc1CNc1ccc2c(c1)OCCO2	5.3	1.5	29.8	6.7	2.2	-16.3	-24.5	39.3	-23.8	-19.4	1.2
COCCn1nnnc1C(c1ccccc1OC)N1CCc2ccccc2C1 (stereo unspecified)	-1.0	-5.9	15.4	6.3	-2.8	4.3	7.5	-11.8	-14.2	6.1	18.8
CCCCn1c(N)c(N(CCC(C)C)C(=O)c2ccc3c(c2)OCO3)c(=O)[nH]c1=O	14.2	0.2	14.6	-1.4	0.9	1.0	13.5	1.4	-13.9	9.3	-5.8
CSc1nc(N2CCOCC2)c2c(c1C#N)CCCCC2	1.2	3.0	-1.9	2.5	-1.5	8.1	10.2	93.0*	9.6	-5.5	26.1
CN(CC(=O)N1CCc2ccccc2C1)S(=O)(=O)c1ccc2c(c1)c(=O)n(C)c(=O)n2C	6.1	9.7	-15.3	5.2	6.4	-11.2	-14.4	19.7	-1.2	-27.6	11.9
C=CCSc1nc2[nH]ncc2c(=O)[nH]1	-3.0	4.8	8.6	4.9	-0.8	3.9	3.0	-1.9	5.1	-26.3	-0.7
O=C(NCCN1CCOCC1)C1CCN(Cc2ccccc2O)CC1	4.8	-5.6	-5.0	-3.2	5.6	0.1	-2.3	-11.1	-4.5	-10.4	-12.4
